GLP1R inv ag = qHTS of GLP-1 Receptor Inverse Agonists (Inhibition Mode); HEK293 GLP-1R CRE-luciferase, luminescence, 24 h; GLP-1R form is constitutively active; Potency, µM (top dose mostly 38.3 µM), without a hit: top-dose activity change, negative = inhibition, usual class: inhibitors; hit rate 1.6% among 410,000; Glucagon-like peptide 1 receptor (Homo sapiens), P43220; also: % is scaled to controls: 0 for no effect and ±100 for the full control effect; nearly all actives have a fitted effect of over 55% in size
Target sequence (P43220 whole entry, looked up): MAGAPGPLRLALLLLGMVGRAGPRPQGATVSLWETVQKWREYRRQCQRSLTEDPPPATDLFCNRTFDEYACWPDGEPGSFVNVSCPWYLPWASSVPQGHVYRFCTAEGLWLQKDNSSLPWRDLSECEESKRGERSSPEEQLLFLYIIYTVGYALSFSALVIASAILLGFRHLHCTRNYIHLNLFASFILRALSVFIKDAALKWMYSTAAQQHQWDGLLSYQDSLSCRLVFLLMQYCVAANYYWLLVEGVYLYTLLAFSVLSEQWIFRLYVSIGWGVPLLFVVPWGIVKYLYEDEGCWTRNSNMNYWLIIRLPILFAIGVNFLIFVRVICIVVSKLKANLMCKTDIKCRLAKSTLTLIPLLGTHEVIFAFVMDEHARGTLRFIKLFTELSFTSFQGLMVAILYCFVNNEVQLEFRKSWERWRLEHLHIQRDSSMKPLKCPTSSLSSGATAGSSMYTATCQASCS
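qHTS in 1536-well format: reporter HEK293 cells expressing constitutive GLP-1R activity in DMEM + 10% Nu serum, 24 hr with compounds at 37 deg C, luminescence read after 12 min with detection reagent.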
KB-3-1 cytotox = qHTS assay for MDR1-selective chemotherapeutics: Primary screen using the parental adenocarcinoma cell KB-3-1; KB-3-1 viability, CellTiter-Glo ATP luminescence, 72 h; Potency, µM (top dose mostly 46.1 µM), inactives show at the top dose activity change, negative = cytotoxic, actives largely listed as cytotoxic; hit rate 1.4% among 400,000; AID 1347075, 2019; also: % is scaled to controls: 0 for no effect and ±100 for the full control effect; nearly all actives have a fitted effect of over 60% in size
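Here the drug-naive KB-3-1 line serves as comparator for MDR sub-line selectivity; cells received compound titrations, 72 h at 37 °C, then CellTiter-Glo readout.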
TDP43 rescue = qHTS of TDP-43 Inhibitors. TDP-43 expressing yeast growth rescue, BacTiter-Glo, 24 h. Potency, µM (series often up to 46.1 µM), without a hit: at the top dose growth rescue (activation), hits mostly activators. hit rate 1.8% among 410,000; also: % of control where 0% means no effect; nearly all actives have a fitted effect of over 50% in size
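Growth rescue of TDP-43-toxic yeast measured as ATP luminescence (BacTiter-Glo). Cells grown to mid-log in raffinose, induced in galactose at OD600=0.02, exposed to compound 24 hr at 30 deg C.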
GLP1R cytotox = qHTS of GLP-1 Receptor Inverse Agonists: Cytotox Screen | Potency, µM (series often up to 38.3 µM), inactives show at the top dose activity change, negative = inhibition, actives largely listed as inhibitors | hit rate 0.13% among 410,000 | HEK293 cAMP-luciferase reporter cells, luminescence, 24 h;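 also: loss of luciferase light is scored as toxicity; % is scaled to controls: 0 for no effect and ±100 for the full control effect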
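A 23 nL compound transfer followed 12 hours of cell culture at 37 deg C; exposure then lasted 24 hr. Luciferase assay detection reagent was dispensed and plates read for luminescence after a 12 min room-temperature wait.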
HT1080NT lethal = qHTS for induction of synthetic lethality in tumor cells producing 2HG: qHTS for the HT-1080-NT fibrosarcoma cell line; HT-1080-NT fibrosarcoma viability, CellTiter-Glo ATP luminescence, 48 h; Potency, µM (doses to about 46.1 µM), for inactives: at the highest dose activity, negative = less viability, usual class: cytotoxic; hit rate 1.6% among 360,000;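 also: NT is the 2HG producing partner of a matched IDH1 knockdown line; 0% = DMSO-treated cells and -100% = media-only wells without cells; nearly all actives have a fitted effect of over 55% in size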
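Viability by CellTiter-Glo luminescence after 48 h compound exposure at 37C of HT-1080-NT cells (750/well, RPMI, 5% FBS). % activity scaled between DMSO wells and medium-only wells, then curve-fitted and categorized by curve class.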
HT1080 IDH1KD tx = qHTS for induction of synthetic lethality in tumor cells producing 2HG: qHTS for the HT-1080-IDH1KD cell line; HT-1080 IDH1 knockdown viability, ATP luminescence, 48 h; Potency, µM (series often up to 46.1 µM), for the others: at the highest dose activity, negative = toxicity, most hits filed as cytotoxic; hit rate 2% among 360,000; AID 686971, 2013;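 also: 0% = DMSO wells and -100% = cell-free medium wells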
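Viability of IDH1-knockdown HT-1080 fibrosarcoma cells was assessed by CellTiter-Glo after 48 h at 37 °C with titrated compound; concentration-effect curves were classified by fit quality and response size.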
GLP1R ag = qHTS of GLP-1 Receptor Agonists. Potency, µM (highest dose often 45.6 µM), for the others: at the highest dose activation, actives largely listed as activators. Glucagon-like peptide 1 receptor (Homo sapiens), P43220. HEK293 GLP-1R CRE-luciferase, luminescence, 4-6 h; cells express a hypersensitive GLP-1R form. hit rate 0.007% among 380,000; also: % of control where 0% means no effect
KB-V1 cytotox = qHTS assay for MDR1-selective chemotherapeutics: Primary screen using the drug-selected MDR subline cells KB-V1; KB-V1 MDR cells viability, CellTiter-Glo, 72 h; Potency, µM (doses to about 46.1 µM), without a hit: at the top dose activity change, negative = cytotoxicity, most hits filed as cytotoxic; hit rate 3.4% among 400,000; AID 1347076, 2019; also: % is scaled to controls: 0 for no effect and ±100 for the full control effect; nearly all actives have a fitted effect of over 60% in size
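Following 72 h at 37 degrees C with compound, KB-V1 cell viability was read by CellTiter-Glo luminescence, medium being phenol-red-free DMEM plus 10% FBS; concentration-response parameters came from normalized, curve-fitted qHTS data.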
SW480 rerep = A quantitative high throughput screen for small molecules that induce DNA re-replication in SW480 colon adenocarcinoma cells; SW480 DNA re-replication, Hoechst DNA content imaging, 48 h; Potency, µM (highest dose often 46.1 µM), for the others: top-dose re-replication activation, actives largely listed as activators; hit rate 1.8% among 340,000; AID 624297, 2012; also: % of control where 0% means no effect; nearly all actives have a fitted effect of over 55% in size
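Readout is total intensity of Hoechst-stained nuclei, excited at 405 nm and collected at 500-530 nm. Compound treatment lasted 48 hr at 37 C in 5% CO2 before staining.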
An asterisk follows results filed as active; ? = inconclusive; · = no result given; & = joins results of further samples; [ ] = dose if it differs, or a comment. Calls follow the shape of the dose curve; as a rule, active = well fitted curve in the direction sought with a large enough effect; inconclusive = small, poorly fitted or top-dose-only effect, or another doubt; inactive = no such curve, though single readings can be large; an effect the other way counts as inactive or inconclusive. Potency is read from the fitted curve at half-maximal effect.

A first look (twelve entries):
SMILES	GLP1R inv ag	KB-3-1 cytotox	TDP43 rescue	GLP1R cytotox	HT1080NT lethal	HT1080 IDH1KD tx	GLP1R ag	KB-V1 cytotox	SW480 rerep
COc1cc(OC)c(C(=O)OCC(=O)N(Cc2ccccc2)C(C)(C)C)cc1OC	0%[7.66 µM]	1%	6%	-3%[7.66 µM]	-6%	0%	1%	?	-2%
Cc1ccc(NC(=O)CSCc2cc(=O)n3nc(C4CC4)sc3n2)cc1	6%	-9%	4%	5%	-4%	0%	-4%	-17%	4%
CCc1cccc(CC)c1NC(=O)Cn1c(-c2ccccc2Cl)nc2ccccc21	2%	-1%	-15%	6%	0%	7%	0%	?	-1%
O=CN/N=C/c1c(O)ccc2ccccc12	?	7.3µM*	-18%	-26%	-24%	?	7%	?	18%
CC(=O)c1cccc(NC(=O)N2CCCCCC2)c1	4%	1%	4%	3%	7%	3%	-2%	9%	-5%
CCCNc1nc(Cl)nc(Nc2ccc(Cl)cc2)n1	-19%	?	25%	-19%	-11%	-16%	6%	-21%	15%
CCc1ccc(NC(=O)CSc2nc(=O)n(Cc3ccncc3)c3c2CCC3)cc1	4%	0%	26%	-7%	·	·	·	-8%	·
CCn1c(=O)c(CCC(=O)NCCN2CCOCC2)c(C)c2c(C)nn(-c3cccc(C)c3)c21	-19%	16%	-30%	4%	-1%	-1%	6%	-13%	0%
CCCCC(=O)Nc1nc(C)c(-c2csc(Nc3ccccc3OC)n2)s1	-8%	?	18%	-1%	-1%	-4%	-1%	0%	21%
CCOC(=O)C1CCN(Cc2ccc(F)cc2F)CC1	0%	9%	-15%	-15%	12%	4%	-4%	4%	-1%
COc1cc(NC(=O)c2cc(-c3ccc(F)cc3OC(C)C)n[nH]2)cc(OC)c1OC	?	-18%	28µM*	-15%	-40%	-48%	-4%	?	·
COc1cc(NC(=O)c2cccs2)ccc1NC(=O)c1ccco1	16%	16%	-8%	11%	18%	2%	6%	16%	-2%

The listing, from the start:
SMILES	GLP1R inv ag	KB-3-1 cytotox	TDP43 rescue	GLP1R cytotox	HT1080NT lethal	HT1080 IDH1KD tx	GLP1R ag	KB-V1 cytotox	SW480 rerep
COc1cc(OC)c(C(=O)OCC(=O)N(Cc2ccccc2)C(C)(C)C)cc1OC	0%[7.66 µM]	1%	6%	-3%[7.66 µM]	-6%	0%	1%	?	-2%
Cc1ccc(NC(=O)CSCc2cc(=O)n3nc(C4CC4)sc3n2)cc1	6%	-9%	4%	5%	-4%	0%	-4%	-17%	4%
CCc1cccc(CC)c1NC(=O)Cn1c(-c2ccccc2Cl)nc2ccccc21	2%	-1%	-15%	6%	0%	7%	0%	?	-1%
O=CN/N=C/c1c(O)ccc2ccccc12	?	7.3µM*	-18%	-26%	-24%	?	7%	?	18%
CC(=O)c1cccc(NC(=O)N2CCCCCC2)c1	4%	1%	4%	3%	7%	3%	-2%	9%	-5%
CCCNc1nc(Cl)nc(Nc2ccc(Cl)cc2)n1	-19%	?	25%	-19%	-11%	-16%	6%	-21%	15%
CCc1ccc(NC(=O)CSc2nc(=O)n(Cc3ccncc3)c3c2CCC3)cc1	4%	0%	26%	-7%	·	·	·	-8%	·
CCn1c(=O)c(CCC(=O)NCCN2CCOCC2)c(C)c2c(C)nn(-c3cccc(C)c3)c21	-19%	16%	-30%	4%	-1%	-1%	6%	-13%	0%
CCCCC(=O)Nc1nc(C)c(-c2csc(Nc3ccccc3OC)n2)s1	-8%	?	18%	-1%	-1%	-4%	-1%	0%	21%
CCOC(=O)C1CCN(Cc2ccc(F)cc2F)CC1	0%	9%	-15%	-15%	12%	4%	-4%	4%	-1%
COc1cc(NC(=O)c2cc(-c3ccc(F)cc3OC(C)C)n[nH]2)cc(OC)c1OC	?	-18%	28µM*	-15%	-40%	-48%	-4%	?	·
COc1cc(NC(=O)c2cccs2)ccc1NC(=O)c1ccco1	16%	16%	-8%	11%	18%	2%	6%	16%	-2%
COCCCNc1nc2nonc2nc1N1CCC(C(C)N2CCOCC2)CC1 (centres undefined)	-15%	11%	-23%	1%	2%	1%	11%	-13%	-128%[inhibitor]
CSCC[C@H](NC(=O)c1cccc([N+](=O)[O-])c1C)c1nc2ccccc2[nH]1	-13%	8%	-2%	7%	-9%	1%	0%	16µM*	13%
Cc1ccc(-n2c(C)cc(=O)cc2C)c(C)c1	-1%	1%	-9%	-11%	8%	8%	0%	29%	-4%
CCc1n[nH]c(=S)n1N=C1CCC(C)CC1 (centres undefined)	6%	-1%	3.5µM*	1%	6%	2%	1%	14%	-61%[inhibitor]
Cc1sc(N2C(=O)C3C(C2=O)[C@H]2C=C[C@@H]3C2)c(C#N)c1C (some centres undefined)	9%	7%	15%	1%	2%	2%	-5%	8%	-17%
Cc1onc(-c2c(F)cccc2Cl)c1C(=O)Oc1ccccc1	?	-26%	12%	9%	-5%	2%	-6%	?	·
Cc1ccc(N2CN=C3SCC(=O)N3C2)cc1C	27%	3%	-3%	4%	12%	3%	12%	10%	-26%
CSc1ncnc2c1ncn2CCCNc1ccc(C)c(C)c1	3%	1%	?	-3%	-2%	-6%	19%	4%	·
Cc1ccccc1CN(C)C(=O)COC(=O)CSc1ccc([N+](=O)[O-])cc1	3%	16%	6%	6%	-1%	1%	1%	-11%	-9%
c1ccc(Cn2ncc3ccccc32)cc1	26%	14%	-4%	-21%	-13%	-2%	1%	-12%	4%
COc1ccc(N2CC(C(=O)Nc3nnc(SCCC4OCCO4)s3)CC2=O)cc1 (centres undefined)	11%	18%	13%	-7%	0%	7%	0%	0%	-2%
Cc1cc(C(=O)NCCc2ccc(Cl)cc2)c2c(C)nn(-c3cccc(F)c3)c2n1	-30%	9%	0%[9.22 µM]	-2%	·	·	·	-5%	·
O=C(/C=C/c1cccc(Br)c1)c1ccc2c(c1)OCO2	?	-13%	11µM*	14%	?	?	13%	-1%	?
Cn1c(COc2ccccc2Br)nc2ccccc21	-13%	-9%	?	-14%	11%	7%	8%	3%	13%
COc1cc(OC)cc(C(=O)Nc2nc(-c3ccccc3)c(-c3ccccc3)o2)c1	?	?	6%	-14%	?	?	-1%	0%	?
COc1ccc(CN(C(=O)c2cccs2)c2ccccc2C(=O)O)cc1	-12%	4%	-2%	3%	1%	3%	-2%	-1%	1%
CC(=O)Nc1ccc(S(=O)(=O)NCC2CCC(C(=O)NCc3ccccc3Cl)CC2)cc1 (centres undefined)	3%	-1%	6%	10%	·	·	·	19%	·
Cc1cccc(NC(=O)CNC(=O)COC(=O)c2ccco2)c1C	4%	21%	12%	-22%	13%	8%	7%	5%	-21%
CCOC(=O)c1c(-c2ccc(C)cc2)csc1NC(=O)C1CCCO1 (centres undefined)	?	-5%	?	-2%	17%	3%	0%	-23%	2%
CC(=O)N1C[C@H]2CON(C)[C@H]2C[C@H]1c1ccccc1Br	13%	20%	18%	-10%	21%	7%	6%	16%	-5%
O=C(NC1CCCCC1)c1cc(Cl)ccc1[N+](=O)[O-]	-2%	-1%	21%	-2%	11%	9%	-1%	?	1%
CCN1CCN(C(c2ccccc2)c2sc3nc(C)nn3c2O)CC1 (centres undefined)	9%	0%	10%	2%	18%	2%	-6%	-8%	-11%
Nn1c(=S)[nH]nc(Cc2ccc(O)cc2)c1=O	4%	0%	-14%	3%	7%	15%	0%	10%	-3%
O=C(COc1ccccc1)NC(=S)Nc1cccc2c(O)cccc12	?	4%	?	-6%	?	?	-1%	22%	·
CCOc1ccc(NS(=O)(=O)c2ccc(OCC(=O)NCCCOC)cc2)cc1	-7%	-19%	-23%	-15%	1%	8%	-8%	-1%	-3%
COC(=O)CCCCCCCCC(O)CN(C)C (centres undefined)	-14%	-7%	15%	4%	7%	?	0%	4%	?
O=C(COC(=O)c1ccccc1SCC(=O)NC1CCS(=O)(=O)C1)NC1CCS(=O)(=O)C1 (centres undefined)	10%	9%	-19%	8%	3%	4%	-1%	10%	13%
O=C(CSCc1ccccc1)NC1CCSC1=O (centres undefined)	0%	-8%	-10%	2%	?	-2%	-1%	10%	3%
O=C1c2ccccc2C(=O)N1Cc1nc2ccccc2o1	0%	-2%	22%	11%	5%	2%	1%	?	-7%
COc1ccc(CN2CCC(=O)N([C@H](CO)c3ccccc3)CC2)cc1OC	49%[activator]	11%&1%	4%	6%	16%	16%	6%	-9%&-12%	-12%
COc1ccccc1OCC(=O)Nc1ccc2c(c1)n(C)c(=O)n2C	63%[activator]	19%	-31%[inhibitor][9.22 µM]	7%	0%	-2%	7%	?	-21%
COc1ccccc1N1CCN(C(c2ccc(C)cc2)c2nnnn2C(C)C)CC1 (centres undefined)	?	3%	17%	-5%	1%	5%	-15%	?	6%
CC(SC(=S)N1CCCC1)C(=O)O (centres undefined)	4%	2%	20%	-3%	0%	16%	-3%	7%	-9%
Cc1ccc(CSc2nc3ccncc3[nH]2)cc1	?	12µM*	-29%	6%	?	?	-3%	13%	-14%
Cc1ccc(S(=O)(=O)N2CCCCC2)cc1NC(=O)CCN1C(=O)C2CC=CCC2C1=O (centres undefined)	-16%	2%	5%	-6%	-1%	13%	-4%	26%	5%

Source: PubChem BioAssay (National Center for Advancing Translational Sciences (NCATS))
